Compound activity as filed in PubChem BioAssay.
Tb hexokinase: T. brucei hexokinase 1 inhibition | recombinant TbHK1, G6PDH-coupled NADH A340 | 220,000 tested, 0.11% active | inhibition, % at 10 µM;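 active = inhibition of 50% or more in the single-dose primary screen; inactive = inhibition below 50%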
Calpain2 inh: inhibitors of pig calpain II; purified calpain II, fluorogenic peptide substrate, 30 min; inhibition, % at 16 µM; 220,000 tested, 0.37% active; AID 1236;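 active = inhibition above about 50%, limit read from the data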
Runt-CBFb FRET: inhibitors of human RUNX1 Runt domain binding to CBFb. Q01196+Q13951. inhibition, % at 20 µM. AID 1496. Cerulean-Runt/Venus-CBFb FRET ratio 530/480, 1 h. 220,000 tested, 0.46% active;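 active = inhibition over about 50% at 20 µM in the single-dose screen, limit read from the data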;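 also: 0% = DMSO wells and 100% = excess unlabeled CBFb competitor control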
Target sequence (Q01196 whole entry, looked up, the tested form may be a part): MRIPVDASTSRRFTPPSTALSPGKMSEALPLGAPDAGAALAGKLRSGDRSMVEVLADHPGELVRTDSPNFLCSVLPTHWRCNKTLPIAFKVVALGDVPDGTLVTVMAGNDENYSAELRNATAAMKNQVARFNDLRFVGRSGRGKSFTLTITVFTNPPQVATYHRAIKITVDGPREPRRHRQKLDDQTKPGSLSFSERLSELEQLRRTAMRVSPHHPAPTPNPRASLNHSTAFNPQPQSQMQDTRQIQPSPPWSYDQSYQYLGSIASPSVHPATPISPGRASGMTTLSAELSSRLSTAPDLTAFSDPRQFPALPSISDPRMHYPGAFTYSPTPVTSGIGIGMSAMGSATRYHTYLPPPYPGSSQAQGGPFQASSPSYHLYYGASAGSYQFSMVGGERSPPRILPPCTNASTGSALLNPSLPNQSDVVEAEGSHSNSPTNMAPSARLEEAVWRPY
Target sequence (Q13951 whole entry, looked up, the tested form may be a part): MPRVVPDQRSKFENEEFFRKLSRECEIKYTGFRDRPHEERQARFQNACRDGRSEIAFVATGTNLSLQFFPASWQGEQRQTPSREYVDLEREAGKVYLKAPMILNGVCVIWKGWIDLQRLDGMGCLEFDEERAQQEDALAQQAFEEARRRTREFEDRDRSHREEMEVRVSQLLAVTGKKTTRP
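Reagent – Venus-CBFb binding partner, 100 nM · Assay system – Cerulean-tagged RUNX1 Runt domain (FRET donor) fusion protein · Input – 100 nM per protein · Incubation – two 1 h room-temperature incubations shielded from light · Measured by – FRET fluorescence · Medium – Tris buffer pH 7.5 with salts and BSA · Benchmarks – unlabeled CBFb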
p97 inhibitor: inhibitors of human p97 ATPase. P55072. recombinant p97 ATPase, Kinase-Glo ATP luminescence, 3 h. inhibition, % at 8 µM. 220,000 tested, 0.42% active; in the data active = inhibition above about 15%;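 also: 0% = DMSO vehicle and 100% = wells lacking enzyme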
RBBP9 inhibitor: blocks human serine hydrolase RBBP9; O75884; recombinant RBBP9, FP-Rh probe fluorescence polarization; inhibition, % at 7.94 µM; 220,000 tested, 0.2% active;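 active = inhibition above the campaign mean of all tested compounds plus 3 SD, cut at about 14% in these data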;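 also: plate controls were DMSO wells with RBBP9 for no effect and wells lacking RBBP9 protein for full effect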
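System: RBBP9 protein | Quantity: 2.5 µM RBBP9 dispensing solution, before mixing | Reagent: FP-Rh probe, 375 nM dispensing solution | Timing: Enzyme-compound preincubation 30 min, then probe labeling 45 min, 25 °C | Measured by: Fluorescence polarization | Read-out: % inhibition | Replication: One well per compound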
EBV gp42 block: inhibitors of Epstein-Barr virus glycoprotein 42; AID 1085; 220,000 tested, 0.42% active; Fluorescence polarization binding assay, mP read-out; inhibition, % (tested at 21.74 µM); in the data active = inhibition above about 50%
Target sequence (Q1HVG2 whole entry, looked up): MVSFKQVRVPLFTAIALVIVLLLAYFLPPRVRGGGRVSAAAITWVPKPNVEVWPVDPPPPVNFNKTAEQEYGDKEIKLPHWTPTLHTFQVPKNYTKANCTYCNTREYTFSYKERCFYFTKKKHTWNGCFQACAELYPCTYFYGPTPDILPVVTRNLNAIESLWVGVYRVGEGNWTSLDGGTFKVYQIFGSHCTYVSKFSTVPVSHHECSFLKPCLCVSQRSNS
p47phox inh: inhibitors of human p47phox binding. inhibition, % at 24.7 µM. P14598. p47phox/p22phox peptide binding, fluorescence polarization, 2 h. 220,000 tested, 0.53% active. AID 1274;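 active = inhibition above about 30%, limit read from the data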;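 also: 0% = p47phox with labelled peptide and 100% = labelled peptide alone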
Furin inh: inhibitors of human furin; P09958; purified furin, fluorogenic substrate cleavage; inhibition, % at 30 µM; 220,000 tested, 0.061% active; AID 463115; in the data active = inhibition above about 25%; also: inactives centre near -15
Runt-SMMHC FRET: inhibitors of human RUNX1 Runt domain binding to CBFb-SMMHC | Cerulean-Runt/Venus-CBFb-SMMHC FRET ratio 530/480, 1 h | inhibition, % at 20 µM | 220,000 tested, 0.74% active | AID 1434;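 active = mean inhibition across duplicate retests at 20 µM reaching about 50%, limit read from the data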;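 also: 0% = DMSO wells and 100% = wells with excess untagged CBFb-SMMHC; inhibitors lower the FRET ratio by blocking Runt binding to CBFb-SMMHC; some results filed as inactive read as strong as hits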
Active calls of the source: *; i = inactive; nt = no result given; [ ] = another dose, or the depositor's remark.

Each structure is followed by: EBV gp42 block | Runt-CBFb FRET | RBBP9 inhibitor | Calpain2 inh | p47phox inh | Furin inh | p97 inhibitor | Tb hexokinase | Runt-SMMHC FRET
O=C(NCc1ccc(F)cc1)c1ccc(Br)o1
    -5 | -2 | 3 | -14 | -16 | -24 | 1 | 0 | -1
CCc1ccc(NC(=O)CC2C(=O)N(c3ccc(C)cc3)C(=O)N2CCc2ccncc2)cc1 (stereo not given)
    -2 | -6 | -7 | -22 | -7 | -20 | 1 | -5 | -1
O=C(CSc1nnnn1CCCO)Nc1ccc2c(c1)OCO2
    -13 | 0 | -2 | -14 | 26 | -22 | 1 | -4 | -5
CCN1CCN(c2nc(Nc3ccc(NC(C)=O)cc3)nc(Nc3ccc(NC(C)=O)cc3)n2)CC1
    -10 | -1 | 1 | 8 | -4 | -33 | 1 | -7 | 3
O=c1oc2cccnc2n1CCS(=O)(=O)c1ccc(F)cc1
    -10 | 2 | -4 | -33 | -14 | -21 | 7 | -13 | -3
Cc1nc(-c2ccc(S(=O)(=O)Nc3cccc(S(N)(=O)=O)c3)s2)cs1
    -6 | -1 | 1 | 10 | -10 | -18 | -2 | -2 | -6
O=C(CCNS(=O)(=O)c1cccc2nsnc12)NC1CCN(Cc2ccccc2)CC1
    -9 | 1 | 1 | -53 | -5 | -20 | 5 | -1 | 1
Cc1occc1C(=O)NNC(=O)C1CCCCC1
    -10 | 0 | -7 | 17 | -10 | -2 | -2 | 38 | 3
CC1(C)CC(=O)C2=C(C1)OC(N)=C(C#N)C21C(=O)N2CCCc3cccc1c32 (stereo not given)
    -19 | 1 | 2 | -13 | -10 | -25[20 µM] | 6 | -3 | -6
Cc1cc(C(=O)NCCCOC(C)C)c2ccccc2n1
    -5 | -2 | -10 | -4 | -50 | -8[20 µM] | -7 | 2 | -1

Part of the list above in order of formula weight, low to high.
Each structure is followed by: EBV gp42 block | Runt-CBFb FRET | RBBP9 inhibitor | Calpain2 inh | p47phox inh | Furin inh | p97 inhibitor | Tb hexokinase | Runt-SMMHC FRET
O=c1oc2cccnc2n1CCS(=O)(=O)c1ccc(F)cc1
    -10 | 2 | -4 | -33 | -14 | -21 | 7 | -13 | -3
CCc1ccc(NC(=O)CC2C(=O)N(c3ccc(C)cc3)C(=O)N2CCc2ccncc2)cc1 (stereo not given)
    -2 | -6 | -7 | -22 | -7 | -20 | 1 | -5 | -1
O=C(CCNS(=O)(=O)c1cccc2nsnc12)NC1CCN(Cc2ccccc2)CC1
    -9 | 1 | 1 | -53 | -5 | -20 | 5 | -1 | 1

Other records follow:
Each structure is followed by: EBV gp42 block | Runt-CBFb FRET | RBBP9 inhibitor | Calpain2 inh | p47phox inh | Furin inh | p97 inhibitor | Tb hexokinase | Runt-SMMHC FRET
O=C(NCCc1csc(-c2cccnc2)n1)c1cccs1
    4 | nt | -7 | -2 | 1 | -15 | 6 | -8 | -2
N#Cc1ncc(C(F)(F)F)cc1Oc1cccnc1
    -6 | -1 | 6 | -26 | -5 | -15 | 3 | 6 | 4
Cc1cc(NC(=O)CN2C(=O)NC3(CCCCC3)C2=O)no1
    -11 | -1 | -3 | -3 | -5 | -21 | 7 | 3 | -2
O=C(CSc1nnc(-c2ccncc2)n1CC1CCCO1)Nc1cccc(O)c1 (stereo not given)
    -11 | 1 | -3 | -13 | -7 | -13[20 µM] | -6 | 0 | 1
COC(=O)c1ccccc1NC(=O)N1c2ccccc2CC1C (stereo not given)
    -13 | 0 | 2 | 14 | -1 | -6[20 µM] | -3 | -3 | 1
Cc1ccc2c(C)c(C(=O)Nc3cccnc3)oc2c1
    -7 | -1 | -14 | -4 | -12 | -2[20 µM] | -10 | 1 | 1
NC(=O)C1(N2CCCCC2)CCN(C(=S)Nc2ccc(S(N)(=O)=O)cc2)CC1
    -11 | 38 | -10 | 15 | 6 | -9 | -7 | 5 | 34
O=C(CSc1nnc(Nc2ccccc2)s1)NCc1ccco1
    -16 | -1 | -6 | -11 | -12 | -20 | 3 | -2 | -3
CCOC(=O)Cn1c(C)c(Br)c(COC)c(C#N)c1=O
    -16 | 0 | -2 | -8 | -13 | -23 | 4 | -9 | -1
COc1cc(OC)cc(-c2ncc3ccccn23)c1
    -13 | 10 | 9 | -187 | -9 | -11[20 µM] | 8 | -10 | 2

(more compounds)
Each structure is followed by: EBV gp42 block | Runt-CBFb FRET | RBBP9 inhibitor | Calpain2 inh | p47phox inh | Furin inh | p97 inhibitor | Tb hexokinase | Runt-SMMHC FRET
O=C(CSc1nnc2c(n1)[nH]c1ccccc12)Nc1ccc(N2CCOCC2)cc1
    -11 | 24 | 1 | 7 | 11 | -8 | 3 | -14 | -2
C[n+]1cc(-c2ccccc2)n2c1CCCCC2
    -79 | -4 | -6 | 8 | -6 | -18[20 µM] | -2 | -7 | 3
CC(CN1c2ccccc2Sc2ccccc21)N(C)C (stereo not given)
    -5 | 0 | -4 | 1 | 5 | -2 | 3 | -4 | 1
CCCc1cc(=O)[nH]c(SCC(=O)NC(=O)c2ccccc2)n1
    -3 | -3 | -7 | -16 | -11 | -25 | 2 | -1 | -1
COc1ccc(CCNC2CC(=O)N(CCc3ccc(OC)c(OC)c3)C2=O)cc1 (stereo not given)
    -6 | 4 | -5 | 29 | 3 | -9[20 µM] | -2 | -8 | -6
Cn1nc(-c2ccc(C(=O)N3CCN(Cc4ccccc4)CC3)cc2)c2ccccc2c1=O
    -13 | -1 | -8 | -21 | -9 | -7[20 µM] | -9 | -9 | 4
COc1ccc(Cl)cc1NC(=O)CSc1nnc(-c2ccncc2)n1CC1CCCO1 (stereo not given)
    -10 | -1 | -2 | -13 | 1 | -16 | 2 | 8 | -1
Nc1cc(=O)nc(SCC(=O)Nc2ccccc2Cl)n1-c1ccccc1
    -12 | 0 | -6 | 33 | 1 | -29 | 2 | -2 | -1
CCC(C)(C)n1nnnc1C(c1ccc(OC)c(OC)c1)N1CCN(c2ccc(F)cc2)CC1 (stereo not given)
    -8 | -4 | -4 | 10 | -4 | -6[20 µM] | 4 | -2 | -2
O=C1CN(C(=O)COC(=O)CNC(=O)c2ccc(Cl)cc2)c2ccccc2N1
    -1 | -2 | -10 | 10 | -2 | -21 | 4 | 1 | 0

Complete entries, looked up by structure. Order of screens: EBV gp42 block	Runt-CBFb FRET	RBBP9 inhibitor	Calpain2 inh	p47phox inh	Furin inh	p97 inhibitor	Tb hexokinase	Runt-SMMHC FRET
CCCc1cc(=O)[nH]c(SCC(=O)NC(=O)c2ccccc2)n1 is entered as -3	-3	-7	-16	-11	-25	2	-1	-1
Nc1cc(=O)nc(SCC(=O)Nc2ccccc2Cl)n1-c1ccccc1 is entered as -12	0	-6	33	1	-29	2	-2	-1

Going on with the list:
Each structure is followed by: EBV gp42 block | Runt-CBFb FRET | RBBP9 inhibitor | Calpain2 inh | p47phox inh | Furin inh | p97 inhibitor | Tb hexokinase | Runt-SMMHC FRET
CCOC(=O)c1cc2ccc(OC)cc2oc1=O
    -28 | 20 | 0 | i | -20 | -13[20 µM] | 1 | -44 | 54
CC(=O)Nc1nn(C)c2nc3cc(C)ccc3cc12
    0 | -2 | -3 | -188 | 13 | -1 | 8 | -13 | -8
O=c1[nH]cnc2c1ncn2[C@H]1CC[C@@H](CO)O1
    -14 | -20 | -3 | 0 | -1 | nt | 2 | nt | -3
COc1ccccc1OCC(=O)Nc1cc(S(=O)(=O)N2CCCCC2)ccc1N1CCCCC1
    -27 | 1 | -6 | 33 | -71 | -8 | 0 | 14 | 3
O=C(N/N=C/C=C\c1ccccc1[N+](=O)[O-])c1cccnc1
    -5 | 1 | -6 | -14 | -14 | -10 | 6 | -53 | 2
Cc1ccc2c(c1)COc1c3ccc(C(=O)NC(C)C)cc3nn1-2
    -16 | -3 | nt | -165 | 3 | -20 | nt | -20 | 0
Cc1cc([N+](=O)[O-])nn1CC(=O)Nc1sc2c(c1C(N)=O)CCCC2
    6 | 1 | 6 | -28 | -1 | -16 | 5 | -6 | -1
COC(=O)c1cnn2c(C(F)(F)F)cc(-c3ccc(F)cc3)nc12
    -29 | -4 | -5 | -119 | -11 | -35 | 5 | -6 | 1
CN1C(=O)CSc2ccc(NC(=O)N3CCN(c4ccccc4)CC3)cc21
    -6 | 2 | -5 | -53 | -9 | -26 | 4 | -5 | -2
Cc1cc(C(=O)NC2=NCCS2)c2ccccc2n1
    -5 | -1 | -10 | -28 | 0 | -11 | 0 | -3 | 4

Further records:
Each structure is followed by: EBV gp42 block | Runt-CBFb FRET | RBBP9 inhibitor | Calpain2 inh | p47phox inh | Furin inh | p97 inhibitor | Tb hexokinase | Runt-SMMHC FRET
O=c1c2ccccc2nc(/C=C/c2cccnc2)n1CCc1ccccc1
    -10 | 0 | 3 | -14 | -4 | -3 | -6 | -32 | 2
Cc1cccc(NC(=S)Nc2ccccn2)c1
    -5 | 8 | 1 | 17 | -21 | -15 | 8 | -6 | 4
COc1ccc(CN(C(=O)c2ccco2)C2CC(C)N(C)CC2C)cc1 (stereo not given)
    4 | 1 | 5 | 23 | 5 | -9 | -10 | 0 | 1
Cc1ccc(-n2c(=O)c3c(n4cnnc24)-c2ccccc2CC32CCCCC2)cc1
    3 | -5 | -3 | -2 | -5 | 21 | -6 | 32 | 2
O=C(CSC1=NCCS1)Nc1ccc2ccccc2c1
    6 | 0 | -3 | 4 | -13 | -17 | 4 | 6 | 4
COc1ccc2[nH]c3c(c2c1)CCNC3C1CC=C(C)CC1 (stereo not given)
    -2 | -2 | -6 | -10 | -8 | -20 | 5 | 10 | -6
CCOC(=O)NC1(Nc2ccc(C)cc2)Oc2ccccc2O1
    5 | 11 | -3 | -13 | -3 | -23 | 11 | -2 | 8
CS(=O)(=O)N1CCc2cc(S(=O)(=O)N3CCN(Cc4ccc5c(c4)OCO5)CC3)ccc21
    -8 | -1 | -7 | -4 | -2 | -22[20 µM] | 6 | -2 | -2
COc1cc2nc(C3CCC3)nc(N3CCN(c4ccccc4OC)CC3)c2cc1OC
    4 | -4 | -3 | -46 | -11 | -11 | -3 | -16 | -5
CCc1cc(=O)oc2cc(C)cc(OC(C)C(=O)O)c12 (stereo not given)
    2 | -2 | -5 | i | 6 | -27 | 3 | -8 | -2
COc1ccc(C2CC(=O)n3c(nc4ccccc43)S2)cc1OC (stereo not given)
    6 | 1 | -7 | -15 | -4 | 0[20 µM] | 1 | 4 | -1
Cc1c(NC(=O)C2CCCN2S(=O)(=O)c2ccc(Cl)cc2)c(=O)n(-c2ccccc2)n1C (stereo not given)
    -16 | -3 | -6 | -14 | -6 | -9 | -1 | 6 | 2
